Screening data deposited in PubChem BioAssay by National Center for Advancing Translational Sciences (NCATS).
PLK1 PBD block: qHTS for Inhibitors of PLK1-PDB (polo-like kinase 1 - polo-box domain): Primary Screen; Potency, µM, inactives show max response, negative = inhibition, usual class: inhibitors; actives 2.8% (n = 360,000); AID 720504, 2013; Serine/threonine-protein kinase PLK1 (Homo sapiens), P53350; Plk1 PBD binding of FITC phosphopeptide, fluorescence polarization; further: potency means the concentration at half of the fitted maximal effect; series mostly up to about 57 µM; on the % scale 0 is the no-effect control and ±100 the full control effect; nearly all actives have a fitted effect of over 65% in size
PI5P4Ka inh: qHTS for Inhibitors of phosphatidylinositol 5-phosphate 4-kinase (PI5P4K); Phosphatidylinositol 5-phosphate 4-kinase type-2 alpha (Homo sapiens), P48426; PI5P4Kalpha enzyme, ADP-Glo luminescence, 60 min; hits give low values; max response, %; actives 1.2% (n = 330,000); AID 652105, 2013; active means max response of -50% or lower; inconclusive means between -30% and -50%; inactive means -30% or higher; further: value at the top dose of about 77 µM; on the % scale 0 is the no-effect control and ±100 the full control effect
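Enzyme plus substrate dispensed, test compounds pinned in, then ATP (5 microM final) added. After 60 min at RT, ADP-Glo reagent 1 for 45 min and reagent 2 for 30 min preceded luminescence imaging.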
CCT chaperon mod: High-Throughput Screening for Modulators of Cytosolic Chaperonin Activity; purified chaperonin ATPase assay, HTRF ADP detection, 30 min; activity change, % (no concentration beside the values), hits read low; actives 0.3% (n = 360,000); in the data active means activity change below about -30%; further: on the % scale 0 is the no-effect control and ±100 the full control effect
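We incubate TRiC, 40 or 20 nM final, with library compounds at 76 uM and 10 uM ATP for 30 min at 37 °C. ADP formed is detected with Transcreener HTRF reagents after 30 min at room temperature.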
EPAC2 agonist: qHTS for Agonist of cAMP-regulated guanine nucleotide exchange factor 4 (EPAC2): primary screen. Rap guanine nucleotide exchange factor 4 (Homo sapiens), Q8WZA2. EPAC2 activation, biochemical qHTS; response scale: 100% = 6.5 mM cAMP response. Potency, µM (series often up to 154 µM), inactives show top-dose activation, hits mostly activators. actives 0.079% (n = 360,000); further: potency means the concentration at half of the fitted maximal effect; nearly all actives have a fitted effect of over 50% in size
Target sequence (Q8WZA2 whole entry, looked up): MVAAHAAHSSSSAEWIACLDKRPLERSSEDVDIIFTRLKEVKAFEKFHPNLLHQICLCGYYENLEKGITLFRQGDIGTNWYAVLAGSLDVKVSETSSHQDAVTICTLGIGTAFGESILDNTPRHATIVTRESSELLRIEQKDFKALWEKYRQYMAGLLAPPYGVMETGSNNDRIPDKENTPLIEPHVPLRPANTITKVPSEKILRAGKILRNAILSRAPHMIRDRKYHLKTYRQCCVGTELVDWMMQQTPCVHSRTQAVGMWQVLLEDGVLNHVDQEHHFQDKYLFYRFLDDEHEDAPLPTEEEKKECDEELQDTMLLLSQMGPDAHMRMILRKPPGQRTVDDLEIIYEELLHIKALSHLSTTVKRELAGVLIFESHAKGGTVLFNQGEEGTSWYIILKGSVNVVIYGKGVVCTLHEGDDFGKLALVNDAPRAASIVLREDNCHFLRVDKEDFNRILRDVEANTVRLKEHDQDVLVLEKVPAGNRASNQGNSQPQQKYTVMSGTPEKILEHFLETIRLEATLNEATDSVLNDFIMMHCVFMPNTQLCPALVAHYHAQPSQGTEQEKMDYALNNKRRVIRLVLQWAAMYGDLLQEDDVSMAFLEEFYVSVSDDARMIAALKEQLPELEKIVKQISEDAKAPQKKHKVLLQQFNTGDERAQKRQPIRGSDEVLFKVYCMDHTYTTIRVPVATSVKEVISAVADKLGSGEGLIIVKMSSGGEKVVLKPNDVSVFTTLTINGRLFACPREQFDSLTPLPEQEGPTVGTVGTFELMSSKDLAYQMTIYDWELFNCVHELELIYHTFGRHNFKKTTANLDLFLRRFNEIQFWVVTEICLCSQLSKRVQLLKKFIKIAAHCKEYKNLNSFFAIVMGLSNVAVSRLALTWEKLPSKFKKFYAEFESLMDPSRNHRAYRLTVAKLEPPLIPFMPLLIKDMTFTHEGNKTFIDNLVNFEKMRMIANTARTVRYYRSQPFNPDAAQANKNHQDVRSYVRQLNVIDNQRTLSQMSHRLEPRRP
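qHTS, titration series. 100 nM EPAC2 / 250 nM Rap1B-BODIPY-GDP / 50 uM GDP; RT; ex 480/em 540 nm, 5-min reads to 30 min. Norm. to 6.5 mM cAMP = activation.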
EPAC1 antagonist: qHTS for Antagonist of cAMP-regulated guanine nucleotide exchange factor 3 (EPAC1): primary screen. Rap guanine nucleotide exchange factor 3 (Homo sapiens), O95398. actives 0.14% (n = 360,000). EPAC1 GEF assay, Rap1b-BODIPY-GDP exchange fluorescence. Potency, µM (doses to about 115 µM), inactives show at the highest dose activity change, negative = inhibition, hits mostly inhibitors;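 further: potency means the concentration at half of the fitted maximal effect; plate controls were vehicle for no effect and positive control for full effect; nearly all actives have a fitted effect of over 50% in size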
WRN inhibitor: qHTS for Inhibitors of WRN Helicase | Bifunctional 3'-5' exonuclease/ATP-dependent helicase WRN (Homo sapiens), Q14191 | WRN helicase unwinding, fluorescent forked duplex, kinetic | Potency, µM (series often up to 114 µM), without a hit: at the highest dose activity change, negative = inhibition, hits mostly inhibitors | actives 0.46% (n = 360,000) | AID 651768, 2012; further: potency means the concentration at half of the fitted maximal effect; on the % scale 0 is the no-effect control and ±100 the full control effect; nearly all actives have a fitted effect of over 55% in size
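WRN at 20 nM final was preincubated with compound for 15 min at room temperature; reaction started with 100 nM forked duplex oligonucleotide carrying fluorophore and quencher plus 2 mM ATP (final). Unwinding followed kinetically by red fluorescence (ex 525/em 598 nm).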
EPAC1 ag: qHTS for Agonist of cAMP-regulated guanine nucleotide exchange factor 3 (EPAC1): primary screen; EPAC1 agonist qHTS, biochemical assay; response scale: 100% = response to 6.5 mM cAMP; Potency, µM (highest dose often 154 µM), for inactives: top-dose activation, actives largely listed as activators; actives 0.073% (n = 360,000); AID 720707, 2013; further: potency means the concentration at half of the fitted maximal effect; nearly all actives have a fitted effect of over 60% in size
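Nucleotide exchange assay: 100 nM EPAC1 with 250 nM Rap1B loaded with BODIPY-GDP and 50 uM GDP, room temperature. Fluorescence (480/540 nm) read every 5 min for 30 min; signal change normalized to 6.5 mM cAMP as full agonist.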
IL2 activator: qHTS of IL-2 Activators; IL-2 activation reporter assay, cell-based qHTS; stimulated with anti-CD3/CD4/CD28 beads; in transgenic mouse T cells; activation, % (series mostly up to about 46 µM); actives 0.065% (n = 360,000); AID 652025, 2013; in the data active means activation above about 50%; inconclusive means mostly about 30% to 49%; further: 0% is about no effect
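Unstimulated transgenic mouse T cells preincubated 60 min with compound, then stimulated with anti-CD3/anti-CD4-coated beads plus anti-CD28 for 18 h at 37 degrees C. IL-2 response read as EGFP and DsRed fluorescence by plate cytometry.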
The depositor's hits bear a star; [ ] = remark or other dose. Unless noted, the call rests on the fitted dose curve; in most records, active means well fitted curve in the direction sought with a large enough effect; inconclusive means small, poorly fitted or top-dose-only effect, or another doubt; inactive means no such curve, though single readings can be large; an effect the other way counts as inactive or inconclusive.

Results for COC(=O)c1cccnc1-n1c(=O)c2cccnc2n(Cc2ccc([N+](=O)[O-])cc2)c1=O ?
PLK1 PBD block: -14%; PI5P4Ka inh: -4; CCT chaperon mod: -1.3; EPAC2 agonist: 6%; EPAC1 antagonist: -6%; WRN inhibitor: 5%; EPAC1 ag: 6%; IL2 activator: -0.6

How did Cc1c(NC(=O)OC(C)C)sc(=S)n1C do in these assays?
PLK1 PBD block: inconclusive; CCT chaperon mod: 1.6; EPAC2 agonist: 1%; EPAC1 antagonist: 4%; WRN inhibitor: 3%; EPAC1 ag: -7%; IL2 activator: -0.3

What do the screens show for `COc1ccc(S(=O)(=O)N2CCCC2CNC(=O)C(=O)NCc2ccccc2)cc1` (centres undefined)?
PLK1 PBD block: 1%; PI5P4Ka inh: 9; CCT chaperon mod: 0.5; EPAC2 agonist: 1%; EPAC1 antagonist: 2%; WRN inhibitor: -6%; EPAC1 ag: 5%; IL2 activator: -3.3

Results for Cc1ccnc(NC(=O)CCC(=O)c2cc(C)sc2C)c1 ?
PLK1 PBD block: 11%; PI5P4Ka inh: -20; CCT chaperon mod: -22; EPAC2 agonist: -11%; EPAC1 antagonist: -11%; WRN inhibitor: -12%; EPAC1 ag: 10%; IL2 activator: 0.4

How did O=C(CSc1ccc(-c2ccccn2)nn1)N1CCCCC1 do in these assays?
PLK1 PBD block: 2%; PI5P4Ka inh: -9; CCT chaperon mod: 3.5; EPAC2 agonist: -5%; EPAC1 antagonist: 5%; WRN inhibitor: -10%; EPAC1 ag: 2%; IL2 activator: -1.3

Results for NCCSC1CC(=O)N(c2ccc(Cl)c(Cl)c2)C1=O (centres undefined) ?
PLK1 PBD block: -16%; PI5P4Ka inh: 2; CCT chaperon mod: 2.2; EPAC2 agonist: 3%; EPAC1 antagonist: -17%; WRN inhibitor: -5%; EPAC1 ag: -5%; IL2 activator: -1.3

Results for C#CCNC(=O)C[C@@H]1C[C@@]2(C(=O)OC)CC(C)(C)CC=C2N(CCc2ccc(OC)c(OC)c2)C1=O ?
PLK1 PBD block: -6%; PI5P4Ka inh: -1; EPAC2 agonist: 2%; EPAC1 antagonist: -5%; WRN inhibitor: -2%; EPAC1 ag: 5%; IL2 activator: 3.2

What do the screens show for `CCNC(=O)NC(=O)C(C)Oc1ccc(Br)cc1Br` (centres undefined)?
PLK1 PBD block: -6%; PI5P4Ka inh: 3; CCT chaperon mod: -3.0; EPAC2 agonist: -2%; EPAC1 antagonist: -10%; WRN inhibitor: 2%[57.1 µM]; EPAC1 ag: 6%; IL2 activator: -0.1

How did CCC1(c2ccc(Cl)cc2)NC(=O)N(Cc2ccc(C(=O)OC)cc2)C1=O (centres undefined) do in these assays?
PLK1 PBD block: 3%; PI5P4Ka inh: 4; CCT chaperon mod: 1.2; EPAC2 agonist: -7%; EPAC1 antagonist: -4%; WRN inhibitor: -6%; EPAC1 ag: 4%; IL2 activator: -0.9

Results for CCCNCc1cc(OC)c(OCC(=O)Nc2ccccc2)cc1Br ?
PLK1 PBD block: 2%; PI5P4Ka inh: 0; CCT chaperon mod: -1.5; EPAC2 agonist: 8%; EPAC1 antagonist: -2%; WRN inhibitor: -4%; EPAC1 ag: 0%; IL2 activator: -0.6

What do the screens show for `COc1cc(C(=O)NNC(=S)NC(=O)c2ccccc2C)cc(OC)c1OC`?
PLK1 PBD block: -3%; PI5P4Ka inh: -6; CCT chaperon mod: 0.3; EPAC2 agonist: -4%; EPAC1 antagonist: -12%; WRN inhibitor: -2%; EPAC1 ag: 3%; IL2 activator: -0.1

What do the screens show for `Cc1ccc(Oc2nc(CN3CCOCC3)nc3sc4c(c23)CCC(C)C4)cc1C` (centres undefined)?
PLK1 PBD block: -4%; PI5P4Ka inh: 18; CCT chaperon mod: -0.8; EPAC2 agonist: -9%; EPAC1 antagonist: -3%; WRN inhibitor: -16%; EPAC1 ag: 6%; IL2 activator: 0.1

Results for COc1ccc(CC(=O)NCc2n[nH]c(=S)n2C)cc1 ?
PLK1 PBD block: -1%; PI5P4Ka inh: 1; CCT chaperon mod: 0.2; EPAC2 agonist: -3%; EPAC1 antagonist: 3%; WRN inhibitor: -4%; EPAC1 ag: 19%; IL2 activator: 0.1

How did CCOC(=O)N1CCC(N2CCCC(C(=O)c3cc(C)c(OC)c(C)c3)C2)CC1 (centres undefined) do in these assays?
PLK1 PBD block: -1%; PI5P4Ka inh: 1; CCT chaperon mod: 0.8; EPAC2 agonist: 9%; EPAC1 antagonist: 14%; WRN inhibitor: 6%; EPAC1 ag: 10%; IL2 activator: -0.6

What do the screens show for `[O-][n+]1ccccc1SCc1ccccc1`?
PLK1 PBD block: 0%; PI5P4Ka inh: 2; CCT chaperon mod: -1.1; EPAC2 agonist: 0%; EPAC1 antagonist: 0%; WRN inhibitor: 6%; EPAC1 ag: -6%; IL2 activator: 0.2

How did Cc1ccc(NC(=O)c2ccc(S(=O)(=O)N3CCOCC3)cc2)c(C)c1 do in these assays?
PLK1 PBD block: -2%; PI5P4Ka inh: -6; CCT chaperon mod: 1.0; EPAC2 agonist: -2%; EPAC1 antagonist: 11%; WRN inhibitor: -6%; EPAC1 ag: -7%; IL2 activator: -0.2

Results for O=C(CN1CCOCC1)n1c2c(c3ccccc31)CCCC2 ?
PLK1 PBD block: 0%; PI5P4Ka inh: 6; CCT chaperon mod: 1.3; EPAC2 agonist: -4%; EPAC1 antagonist: -29%; WRN inhibitor: -3%; EPAC1 ag: -7%; IL2 activator: -0.6

Results for CC12CCC(=O)N1C(C(=O)OCC(=O)Nc1sccc1C#N)CS2 (centres undefined) ?
PLK1 PBD block: -15%; CCT chaperon mod: -0.9; EPAC2 agonist: 0%; EPAC1 antagonist: -24%; WRN inhibitor: -16%; EPAC1 ag: 0%; IL2 activator: 0.9

How did CC(=O)c1cccc(NC(=O)c2cccc3ccccc23)c1 do in these assays?
PLK1 PBD block: -12%; PI5P4Ka inh: -3; CCT chaperon mod: -2.2; EPAC2 agonist: 23%; EPAC1 antagonist: -27%; WRN inhibitor: -1%; EPAC1 ag: 13%; IL2 activator: 0.4

What do the screens show for `CCOC(=O)c1sc2nc3c(cc2c1N)C(=O)CC(C)(C)C3`?
PLK1 PBD block: 1%; PI5P4Ka inh: -2; CCT chaperon mod: -1.6; EPAC2 agonist: -1%; EPAC1 antagonist: 1%; WRN inhibitor: 2%; EPAC1 ag: -1%; IL2 activator: -0.5

What do the screens show for `O=C(NCCCN1CCC(Cc2ccccc2)CC1)C1CC(=O)N(C2CCCCCC2)C1` (centres undefined)?
PLK1 PBD block: 2%; PI5P4Ka inh: 21; CCT chaperon mod: 0.9; EPAC2 agonist: 6%; EPAC1 antagonist: 12%; WRN inhibitor: 0%; EPAC1 ag: 1%; IL2 activator: -0.2

How did Cc1ccc2nsnc2c1S(=O)(=O)NCc1ccncc1 do in these assays?
PLK1 PBD block: -7%; PI5P4Ka inh: -4; CCT chaperon mod: -3.4; EPAC2 agonist: -1%; EPAC1 antagonist: 1%; WRN inhibitor: 4%; EPAC1 ag: 4%; IL2 activator: 0.2

What do the screens show for `Cc1ccnc(NC(=O)c2cc(S(=O)(=O)NCc3ccccc3)ccc2C)c1`?
PLK1 PBD block: -8%; PI5P4Ka inh: 3; CCT chaperon mod: 0.4; EPAC2 agonist: 16%; EPAC1 antagonist: 11%; WRN inhibitor: 7%; EPAC1 ag: 9%; IL2 activator: 0.2

How did COc1ccccc1CN1CCCCCC1 do in these assays?
PLK1 PBD block: -6%; PI5P4Ka inh: 5; CCT chaperon mod: -7.8; EPAC2 agonist: 6%; EPAC1 antagonist: -9%; WRN inhibitor: -10%; EPAC1 ag: -2%; IL2 activator: -0.6

Results for CC(C)=Nc1ccccc1C1COC(=O)C1=N (centres undefined) ?
PLK1 PBD block: -5%; PI5P4Ka inh: -1; CCT chaperon mod: 0.3; EPAC2 agonist: -6%; EPAC1 antagonist: 11%; WRN inhibitor: 9%; EPAC1 ag: -4%; IL2 activator: 0.3

Results for CCO[C@@H]1OC(C(=O)NCc2ccccc2)=C[C@H](C)[C@H]1CCCO ?
PLK1 PBD block: 4%; PI5P4Ka inh: 6; CCT chaperon mod: 0.5; EPAC2 agonist: -1%; EPAC1 antagonist: -5%; WRN inhibitor: 1%; EPAC1 ag: -12%; IL2 activator: -0.1

How did CC(=O)c1cc(CN2CCC(C(=O)Nc3cccc(-c4cscn4)c3)CC2)cs1 do in these assays?
PLK1 PBD block: 2%; PI5P4Ka inh: 1; CCT chaperon mod: 0.9; EPAC2 agonist: -2%; EPAC1 antagonist: -12%; WRN inhibitor: 4%; EPAC1 ag: inconclusive; IL2 activator: -1.1

How did CCCCN(C(=O)NC(=O)Nc1ccccc1OCC)S(C)(=O)=O do in these assays?
PLK1 PBD block: -1%; CCT chaperon mod: 0.1; EPAC2 agonist: 3%; EPAC1 antagonist: 2%; WRN inhibitor: -8%; EPAC1 ag: 6%; IL2 activator: 1.4

How did O=C(NCc1cccnc1)Nc1ccc(Br)cc1 do in these assays?
PLK1 PBD block: -7%; PI5P4Ka inh: -2; CCT chaperon mod: 0.3; EPAC2 agonist: 9%; EPAC1 antagonist: -9%; WRN inhibitor: -6%; EPAC1 ag: 5%; IL2 activator: -5.0

How did COc1cc2c(cc1OC)C(c1ccc(Cl)cc1)=NCC2 do in these assays?
PLK1 PBD block: 1%; PI5P4Ka inh: 4; CCT chaperon mod: -0.6; EPAC2 agonist: 4%; EPAC1 antagonist: 10%; WRN inhibitor: -2%; EPAC1 ag: 1%; IL2 activator: 0.8

Results for Cn1c(Cc2cccs2)nnc1SCC(=O)Nc1ccc(C(N)=O)cc1 ?
PLK1 PBD block: -9%; PI5P4Ka inh: -14; CCT chaperon mod: -1.4; EPAC2 agonist: -3%; EPAC1 antagonist: -4%; WRN inhibitor: 14%; EPAC1 ag: 1%; IL2 activator: -1.2

These rows are one share of the data. The share of hits here may be higher or lower than overall.
